# Source: PubChem (several laboratories)
# PDI turbidity = inhibitors of human PDI, primary screen, biochemical, turbidity, single point, plate reader; PDI insulin aggregation turbidity, A650, 90 min; inhibition, % at 10 µM; hit rate 0.052% among 350,000; AID 588391, 2011;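 active = mean inhibition across replicates of 30% or more, whatever share of single replicates reach that level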;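 also: absorbance from insulin aggregation driven by PDI reduction with DTT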
# Target sequence (P07237 whole entry, looked up): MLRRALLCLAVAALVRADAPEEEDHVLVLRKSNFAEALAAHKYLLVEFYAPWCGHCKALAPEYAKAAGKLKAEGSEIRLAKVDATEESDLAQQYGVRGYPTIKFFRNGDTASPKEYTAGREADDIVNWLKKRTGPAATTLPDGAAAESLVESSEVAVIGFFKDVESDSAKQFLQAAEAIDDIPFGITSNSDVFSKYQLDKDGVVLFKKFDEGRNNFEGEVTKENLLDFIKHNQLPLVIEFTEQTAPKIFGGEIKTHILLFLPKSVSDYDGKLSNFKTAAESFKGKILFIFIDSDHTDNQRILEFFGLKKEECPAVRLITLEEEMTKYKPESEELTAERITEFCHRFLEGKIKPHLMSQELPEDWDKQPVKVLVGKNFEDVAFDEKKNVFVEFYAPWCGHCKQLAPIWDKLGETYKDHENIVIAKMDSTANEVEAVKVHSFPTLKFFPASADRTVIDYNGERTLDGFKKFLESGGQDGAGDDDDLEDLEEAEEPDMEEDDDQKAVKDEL
# TRPM1 prom inh = inhibitors of MITF-dependent TRPM1 promoter reporter, primary screen, cell-based, SK-MEL-5, single point, luciferase. SK-MEL-5 TRPM1 promoter luciferase, 24 h. inhibition, % at 12.5 µM. hit rate 0.83% among 330,000;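 active = mean inhibition across replicates of 60% or more, whatever share of single replicates reaches that level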; also: values of inactives mirror those of a sister screen read the other way
# HIF-2a inh = HIF-2a reporter inhibitors, primary screen, luminescence, 786-0 RCC cells; inhibition, % at 18.8 µM; hit rate 0.72% among 360,000; 786-0 RCC cells HIF-2a reporter, luciferase luminescence, overnight;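 active = inhibition of the luminescence signal of 40% or more relative to plate controls, in a single-dose primary screen at 18.75 µM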
# CaV13 ICDI inh = Disruptors of the CACNA1D IQ motif to Ca2+-dependent inactivation inhibitor domain association, primary screening, Förster resonance energy transfer in intact living …; inhibition, % at 12.3 µM; HEK cells, CFP/YFP FRET ICDI-IQ, plate reader, 10 min; percent FRET-ratio fall versus neutral wells; hit rate 0.098% among 340,000;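 active = mean replicate inhibition of at least 30% and at least 1% of replicates passing that level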;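 also: 0% = median of the neutral control wells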
# Vif imaging = HIV Vif self-association inhibitors, primary screen, imaging, HEK293T, single point; HEK293T cells, Vif self-association by quenched fluorescence, 24 h; inhibition, % at 7.49 µM; hit rate 0.35% among 340,000; AID 602346, 2012; in the data active = inhibition above about 50%, passing the limit was not always enough; also: some results filed as inactive read as strong as hits
# Shn3 inh set2 = reduction of Shn3 3'UTR firefly luciferase signal, primary screen, Schnurri-3 inhibitor project, cell-based, Clone20 osteoblasts, set 2. Clone20 osteoblast Shn3 3'UTR firefly luciferase, 24 h. inhibition, % at 12.5 µM. hit rate 0.52% among 360,000;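 active = mean inhibition of at least 75% with every replicate also reaching 75%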;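 also: 0% = median of neutral control wells and 100% = pilot-screen positive control compound; some compounds past the cut are filed as inactive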
# KKLEB cytotox = cytotoxicity in KKLEB CF airway cells, primary screen, cytotoxicity control for CF NF-kB inhibitor project, cell-based, uHTS, fluorescence assay plates | KKLEB CF airway cells viability, ATPlite luminescence, overnight; hits give low values; cells stimulated with P. aeruginosa culture filtrate | activity change (cytotoxicity), % at 5 µM | hit rate 0.36% among 360,000;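 active = corrected activity change at or below -50% at 5 µM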
# CF NFkB block = inhibitors of PAF-induced NF-kB signaling, primary screen, cell-based, GFP fluorescence, uHTS; hit rate 0.86% among 360,000; KKLEB NF-kB-GFP reporter, GFP fluorescence overnight; inhibition, % at 5 µM; AID 588850, 2011;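 active = at least 50% inhibition at 5 µM, scaled per plate between neutral and stimulator controls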;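 also: PAF is a Pseudomonas aeruginosa culture filtrate used as stimulus; plate controls were PAF-stimulated DMSO wells for no effect and unstimulated DMSO wells for full effect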
# NR2E3 ag-1 = inhibitors of NR2E3-RetCOR corepressor binding, primary screen, NR2E3 agonist project, biochemical, TR-FRET, GST-NR2E3, biotin-RetCOR; inhibition of corepressor binding, % at 4.78 µM; hit rate 0.12% among 320,000; 1536-well; AID 2300, 2010;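 active = percent inhibition above the cutoff of mean plus 3 SD of all tested compounds, set per screening campaign, cut at about 20% in these data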;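 also: 0% = DMSO wells and 100% = biotin wells as full block of FRET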
# Target sequence (Q9Y5X4 whole entry, looked up): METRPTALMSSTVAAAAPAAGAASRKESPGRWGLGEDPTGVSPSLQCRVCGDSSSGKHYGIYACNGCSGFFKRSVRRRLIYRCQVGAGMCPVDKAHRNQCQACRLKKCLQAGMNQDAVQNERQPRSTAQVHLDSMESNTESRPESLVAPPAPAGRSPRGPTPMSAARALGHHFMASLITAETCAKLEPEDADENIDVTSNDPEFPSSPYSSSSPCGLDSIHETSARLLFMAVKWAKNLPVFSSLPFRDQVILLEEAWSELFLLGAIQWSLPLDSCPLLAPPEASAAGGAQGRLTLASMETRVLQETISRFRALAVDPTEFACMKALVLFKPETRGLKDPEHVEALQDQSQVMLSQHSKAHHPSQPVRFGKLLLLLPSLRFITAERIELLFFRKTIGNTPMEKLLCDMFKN
#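 Assay system: NR2E3–RetCOR corepressor complex. Quantity: 1.35 nM GST-NR2E3. Buffer or medium: pH 7.5 Tris-based buffer. Reagent: biotinylated RetCOR corepressor at 7 nM final. Schedule: 5 h at 4 °C. Detection: TR-FRET, emission read at 617 and 671 nm. Replicates: one well per compound, singlicate testing.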
# NR2E3 ag-2 = NR2E3 agonists in two-hybrid cells, primary screen, cell-based, luminescence, CHO-S, Gal4-NCOR/VP16-NR2E3 | luciferase | inhibition of corepressor binding, % at 3.98 µM | hit rate 0.35% among 360,000 | AID 602229, 2012 | Photoreceptor-specific nuclear receptor (Homo sapiens), Q9Y5X4;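 active = inhibition above the mean of all tested compounds plus 3 SD, cut at about 70% in these data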;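 also: 0% = DMSO with NR2E3 transfected cells and 100% = cells lacking NR2E3 construct; higher means lower luciferase signal from less NR2E3 corepressor binding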
# Peg3 prom inh = Peg3 promoter-driven luciferase inhibitors, primary screen, cell-based, HeLa, luciferase luminescence. HeLa PEG-Prom luciferase reporter, overnight. inhibition, % at 20 µM. hit rate 1.7% among 360,000. AID 588405, 2011;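 active = inhibition of at least 50% at 20 µM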
# Active calls of the source: *; x = not tested or not shown.
SMILES,PDI turbidity,TRPM1 prom inh,HIF-2a inh,CaV13 ICDI inh,Vif imaging,Shn3 inh set2,KKLEB cytotox,CF NFkB block,NR2E3 ag-1,NR2E3 ag-2,Peg3 prom inh
CCOC1=C2[C@H](c3ccc(Cl)cc3)N(S(=O)(=O)c3ccc(C)cc3)C[C@H]2n2c(=O)n(-c3ccccc3)c(=O)n2C1,x,x,1,-6,20,-2,-7,-12,x,-12,-12
Cn1ccc(C(=O)NC(=S)Nc2ccc([N+](=O)[O-])cc2O)n1,5,-68,-224,x,-2,-177,8,16,x,-119,-237
OC(c1cc(F)cc(Cl)c1)c1ncc(-c2ccccc2C(F)(F)F)[nH]1 (configuration not stated),10,x,7,-5,-10,7,-10,9,x,-3,20
COc1cccc(C(=O)NC2CC3CCCC(C2)N3Cc2ccc(C)cc2)c1 (configuration not stated),-1,8,11,-5,3,-7,-3,-14,-1,-15,-7
Cc1cccc(N(C(=O)c2csnn2)C(C(=O)NC2CCCC2)c2ccncc2)c1 (configuration not stated),-9,-4,-14,-7,-1,-2,8,-6,0,9,-6
COc1ccc(C(=O)NCC(=O)OCC(=O)NC23CC4CC(CC(C4)C2)C3)cc1,-2,-2,7,-2,x,-10,3,0,x,-16,7
Cc1cc(O)c(S(=O)(=O)c2ccccc2)c(C)c1NS(=O)(=O)c1ccccc1,-6,5,23,-4,-15,-15,-1,1,-1,2,30
NC(=O)CC(NC(=O)Cc1ccc(Br)cc1)c1ccc(NCC2CC2)c([N+](=O)[O-])c1 (configuration not stated),-1,-36,-23,-5,12,25,-11,-37,3,10,14
COCCN(CC(=O)NCc1ccccc1)C(=O)CCC(=O)Nc1ccccn1,1,8,18,-6,4,-11,8,-2,3,-5,-2
COc1ccc(NC(=O)c2[nH]c(C)c(C(C)=O)c2C)cc1Cl,3,-7,-159,-1,0,-7,-2,-17,-7,-20,-77
C=CCNc1nc(Nc2ccc(OC)c(OC)c2)c2sc(-c3ccccc3)cc2n1,-13,x,-194,-10,16,19,-9,14,x,-67,-85
Cc1ccc(C(=O)Cn2c(C(=O)/C=C/c3ccccc3)nc3ccccc32)cc1,-6,31,48*,-9,7,53,-16,10,2,-39,44
CCOC(=O)[C@H]1[C@H]2COc3cc(OC)ccc3[C@@H]2N2C(=O)c3c(C)cc(C)cc3NC(=O)[C@@]12C,-1,8,15,-10,x,8,5,-9,x,-11,4
CC(C)CC(=O)Nc1nnc(-c2ccco2)s1,1,-64,-248,-7,1,-81,7,1,-3,-32,-182
Cc1cc(OC(C)C(=O)Nc2cccnc2)ccc1Cl (configuration not stated),-1,-9,6,-4,-4,-37,1,-6,1,-25,22
O=C(Nc1cc(Cl)ccc1-n1cncn1)c1cn2ccccc2n1,-1,4,-6,-6,18,-6,-15,3,-4,-5,-32
Cn1c(=O)c2c(nc(NCc3ccccc3)n2CC(=O)NCc2ccccc2)n(C)c1=O,10,-3,11,x,0,-3,3,15,-1,-6,29
CCCSCCCNC(=O)c1ccc(NC(=O)C2=CSCCO2)cc1,-4,-33,-18,-3,-2,-1,-9,21,-2,8,-43
COc1cc(C2NC(=O)NC(C)=C2C(C)=O)cc(OC)c1OC (configuration not stated),1,8,7,-1,-8,12,-18,-11,2,26,2
CC(=O)Nc1ccc(NC(=O)C(C)OC(=O)CCCOc2ccc(Cl)cc2C)cc1 (configuration not stated),-3,5,-7,-6,-7,-11,11,1,-3,-18,-14

# Quoted at random: 3 compounds from above, in no set order.
SMILES,PDI turbidity,TRPM1 prom inh,HIF-2a inh,CaV13 ICDI inh,Vif imaging,Shn3 inh set2,KKLEB cytotox,CF NFkB block,NR2E3 ag-1,NR2E3 ag-2,Peg3 prom inh
COc1cc(C2NC(=O)NC(C)=C2C(C)=O)cc(OC)c1OC (configuration not stated),1,8,7,-1,-8,12,-18,-11,2,26,2
CC(C)CC(=O)Nc1nnc(-c2ccco2)s1,1,-64,-248,-7,1,-81,7,1,-3,-32,-182
C=CCNc1nc(Nc2ccc(OC)c(OC)c2)c2sc(-c3ccccc3)cc2n1,-13,x,-194,-10,16,19,-9,14,x,-67,-85

# New compounds follow.
SMILES,PDI turbidity,TRPM1 prom inh,HIF-2a inh,CaV13 ICDI inh,Vif imaging,Shn3 inh set2,KKLEB cytotox,CF NFkB block,NR2E3 ag-1,NR2E3 ag-2,Peg3 prom inh
CN(C)C1(CNC(=O)C2CCC(=O)N(Cc3ccc(Cl)cc3)C2)CCCCC1 (configuration not stated),-2,8,-3,-5,-19,-8,-2,10,3,-28,1
Cc1ccccc1NCC(=O)N/N=C/C(Br)=C/c1ccccc1,2,4,-116,x,1,70,1,2,-1,-28,-15
N#Cc1cccc(NC(=O)c2cc(C3CCCCN3C(=O)CCCc3ccccc3)on2)c1 (configuration not stated),-2,x,-7,-4,-5,-3,4,-24,x,-21,32
O=[N+]([O-])C(=C1Nc2ccccc2N1)C(Cl)=C(Cl)Cl,2,5,-17,-3,-5,-14,8,27,1,-23,16
O=C(O)[C@]1(S(=O)(=O)c2ccccc2)C[C@@H]2ON=C(c3cccc(Br)c3)[C@@H]2C1,-3,10,7,-4,-3,-10,-12,13,-2,-2,17
COc1ccc(NC(=S)N2CCc3ccccc32)cc1OC,0,-6,-139,-7,-5,-41,18,-22,-3,-45,-182
COc1cccc(CC2(CO)CCCN(Cc3cc4ccccc4[nH]3)C2)c1 (configuration not stated),-5,20,16,-7,-4,46,-6,22,5,22,28
O=C(OCC#CCSc1nc2ccccc2s1)c1ccco1,-6,-37,-172,-8,-6,-8,6,-8,1,-41,-152
C/C(COc1ccccc1)=N\NC(=O)c1nnn(-c2nonc2N)c1CSc1ccccc1,-7,0,4,-7,-6,-13,3,-19,3,-21,-12
CC12CN3CCN(CC(C3)/C1=N/NC(=O)Nc1ccccc1)C2,4,-10,-28,-5,5,-41,3,-3,2,-25,-8
COc1ccc(C(=O)Cn2c(NCCO)nc3ccccc32)cc1,2,-23,10,-6,8,-6,-10,-8,2,-8,-8
CC1(c2nc3ccccc3[nH]2)CCC(=O)N1Cc1ccccn1 (configuration not stated),x,x,7,-4,x,5,5,4,x,11,1
COc1ccc(C2CC(=O)C=C(O)C2)cc1 (configuration not stated),3,10,6,-3,-17,-4,14,1,0,11,-1
Cc1nc2ccccc2c(=O)n1Nc1cccc(Cl)c1,11,2,13,-4,x,11,0,2,1,3,13
COc1ccc(C(=O)NC(CCSC)C(=O)NCc2nnc3ccccn23)cc1 (configuration not stated),-3,1,-3,-6,-3,6,-8,5,x,2,-9
CCOC(=O)C1CCCN(C(=O)c2cccc(S(=O)(=O)N3CCOCC3)c2)C1 (configuration not stated),3,0,16,-2,-4,4,8,-6,3,-6,9
Cn1c(=O)c(C(=O)CN2CCN(Cc3ccc4c(c3)OCO4)CC2)c(N)n(Cc2ccccc2)c1=O,-1,14,13,-6,-14,x,-6,0,3,-18,22
COc1ccc(CCNc2ncnc3sccc23)cc1OC,1,23,-4,x,-12,91*,-7,-27,-4,90*,-11
OCCN1CCN(CC(O)COc2ccc3c(c2)OCO3)CC1 (configuration not stated),-1,10,5,x,x,-14,3,3,2,-18,1
Cc1ccsc1C(=O)OCC(=O)N(C)c1c(N)n(Cc2ccccc2)c(=O)[nH]c1=O,-2,-1,0,-6,-7,-34,-8,3,3,-3,24
Cc1cccc(NC(=S)N(C)Cc2cn(C)c3ccccc23)c1,-7,2,32,-5,-9,1,-13,-2,-3,7,19
COc1cccc(CNC(=O)C2CC(=O)N(C3CCCCCCC3)C2)c1 (configuration not stated),0,-1,8,-7,-5,5,-4,0,1,-17,17
c1ccc(Oc2cc(-c3ccccc3)ncn2)cc1,-10,-103,-172,-6,-3,-83,-8,14,3,-71,-234
CC(=NCc1ccccc1)c1ccc(O)cc1O,6,x,9,-18,x,-15,18,14,x,9,6
Cc1ccc(S(=O)(=O)NCCS(=O)(=O)N2CCN(c3ccc(F)cc3)CC2)cc1,-5,7,4,-7,-6,11,0,-29,2,9,10
N#CCSc1nnc(-c2ccccc2)c(-c2ccccc2)n1,-3,5,27,x,x,-19,-10,6,1,-15,10
COCCNC(=O)/C(C#N)=C/C(C)=C/c1ccccc1,8,0,-6,-15,4,14,4,3,-3,-18,-30
Cc1cc(C)cc(N2C(=O)C3CCCN3C2=S)c1 (configuration not stated),7,x,0,-5,-14,-10,-3,-2,-2,-21,8
Nc1c(Nc2ccccc2)c2ccccc2oc1=O,2,2,-6,-6,20,-5,-9,18,-2,-12,5
COc1cc(SC)ccc1C(=O)N(Cc1ccccc1)c1ccccc1,-8,10,-7,-2,30,15,-8,4,0,13,12
CCc1ccc(NS(=O)(=O)c2cccc3nsnc23)cc1,4,3,29,-4,-2,22,-2,16,0,2,13
Cc1cc(NC(=O)COC(=O)C(Nc2ccc(C(F)(F)F)cc2Cl)C(C)C)no1 (configuration not stated),-6,5,2,-8,-4,-9,4,-4,0,16,12
CCCCc1c(C)c2ccc(OCC(C)=O)cc2oc1=O,1,-72,-231,-1,2,-34,-3,-7,1,-118,-331
CCSc1ncc(Cl)c(C(=O)Nc2ccccc2)n1,-3,4,-11,-9,7,28,15,-31,0,-10,5
COC(=O)c1cncc(O)c1,4,5,10,-5,-8,-1,9,-13,-3,-6,17
CCN1CC2([N+](=O)[O-])CC=C(OC)C([N+](=O)[O-])(C1)C2 (configuration not stated),-2,-3,-3,-3,x,10,-12,11,1,19,13
COC1=C/C(=C/c2c(N)n3nc(CC(=O)N4CCCCC4)sc3nc2=O)C=CC1=O,-6,-1,9,x,-2,3,-5,19,3,12,0
Cc1cc2c3c(c1)C(C)(c1ccccc1)CC(C)(C)N3C(=O)C21C(C#N)=C(N)OC2=C1C(=O)CC(C)(C)C2 (configuration not stated),-6,-2,12,-5,-2,-15,0,17,0,-16,47
COc1cccc(-c2nc(CCl)cs2)c1,3,-31,-61,-4,4,-38,-1,0,1,-26,-35
COC(=O)C1=C(C)NC(=O)/C1=C/c1ccc(CNS(=O)(=O)c2ccc(C)cc2)o1,4,0,9,-4,5,-23,-4,-6,2,-9,18
COc1ccc(OC)c(NC(=O)C2(C)CCN2Cc2ccccc2OC(F)F)c1 (configuration not stated),4,x,12,-6,-20,75,-2,32,x,7,18
O=C(NCc1ccccc1)c1ccc(-c2ccccc2F)o1,0,-59,-317,-7,-11,-75,10,-1,4,-128,-298
